Screening results deposited in PubChem BioAssay by Broad Institute.
esBAF inh – inhibitors of esBAF chromatin remodeling in mouse ES cells. reporter increase, % at 12.5 µM. 350,000 compounds, 2% hits. Bmi1-luciferase knock-in reporter, 24 h; 100% = twice the neutral-well signal; in the data active = activation above about 40%;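 also: 0% = median of the plate's neutral control wells and 100% = double that signal; a rise in the Bmi1 reporter signal indicates esBAF inhibition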
PglD inh – blocks C. jejuni PglD acetyltransferase activity. purified PglD enzyme, DTNB colorimetric CoA detection. 360,000 compounds, 0.098% hits. inhibition, % at 12.5 µM; in the data active = inhibition above about 16%, passing the limit was not always enough; also: strong numbers were not always called active
ERp5 block – ERp5 (human) disulfide isomerase inhibition. AID 651711. Q15084. ERp5 insulin aggregation, absorbance 650 nm, 90 min. 350,000 compounds, 0.05% hits. inhibition, % at 9.99 µM;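 active = mean replicate inhibition above about 25%, with every replicate also reaching it, limit read from the data, passing the limit was not always enough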
Target sequence (Q15084 whole entry, looked up): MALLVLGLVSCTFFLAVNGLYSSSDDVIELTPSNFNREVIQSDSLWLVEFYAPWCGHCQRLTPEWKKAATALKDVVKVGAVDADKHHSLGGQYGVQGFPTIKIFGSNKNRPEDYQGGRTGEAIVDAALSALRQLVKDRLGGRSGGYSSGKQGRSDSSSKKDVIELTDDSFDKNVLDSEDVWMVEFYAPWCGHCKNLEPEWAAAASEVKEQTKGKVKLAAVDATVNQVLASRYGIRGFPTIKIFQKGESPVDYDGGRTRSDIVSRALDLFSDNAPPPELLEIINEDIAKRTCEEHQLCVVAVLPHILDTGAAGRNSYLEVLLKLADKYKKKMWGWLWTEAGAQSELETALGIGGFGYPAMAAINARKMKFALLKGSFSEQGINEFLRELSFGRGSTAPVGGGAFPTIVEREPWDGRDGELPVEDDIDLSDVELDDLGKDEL
E-selectin induc – E-selectin induction on HUVECs | HUVEC E-selectin immunofluorescence imaging; normalized: neutral wells 0, TNF-alpha wells 100 | activation, % at 7.58 µM | 260,000 compounds, 0.37% hits | AID 686992;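 active = mean E-selectin-positive cell signal at least 10% of the positive control, reached in at least 60% of replicates, without over 20% cell loss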;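 also: in these data hits start at about 27%; measured in HUVEC primary endothelial cells; signal is the percent of cells scored E-selectin positive by PE staining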
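material = human umbilical vein endothelial cells (HUVEC), E-selectin induction | quantity = 3,000 cells/well | medium = EGM-2 growth medium on 0.1% gelatin-coated wells | technique = immunofluorescence imaging | read-out basis = % PE-positive cells | control set = TNF-alpha positive control, DMSO neutral control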
RAD52 anneal inh – blocks human RAD52 DNA annealing; AID 651710; 360,000 compounds, 0.46% hits; recombinant RAD52 DNA annealing, FRET fluorescence; P43351; inhibition, % at 18.7 µM;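 active = every replicate showing at least 50% inhibition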
ARNT-TACC3 inh – disrupts binding between human ARNT and TACC3 | AlphaScreen His-ARNT PAS-B/GST-TACC3 binding, luminescence; TACC3 fragment carries E629A point mutation | inhibition, % at 9.99 µM | 390,000 compounds, 0.66% hits | Q9Y6A5;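 active = mean inhibition of replicates at least 50% and at least half of replicates each reaching 50%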;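 also: 0% = complete ARNT plus TACC3 wells and 100% = ARNT alone without TACC3; many hits fall short of the cut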
RAD54 inh – blocks human RAD54 Holliday junction branch migration; Q92698; FAM/BHQ fluorescence; inhibition, % at 10.4 µM; 360,000 compounds, 0.14% hits;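 active = mean normalized replicate activity at least 40 and at least half of replicates scoring 40 or more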;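 also: 0% = median of neutral control wells and 100% = median of positive control wells; inhibitors cause a drop in the FAM fluorescence signal; in these data hits start at about 50%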
Casp6 inh – inhibitors of human caspase-6; 350,000 compounds, 0.53% hits; purified caspase-6, Z-VEID-R110 cleavage fluorescence; P55212; inhibition, % at 12.5 µM;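 active = mean inhibition across replicates at least about 35%, with every replicate also reaching that limit, limit read from the data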;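 also: 0% = median of neutral control wells and 100% = no fluorescence left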
Target sequence (P55212 24-179 limits assumed): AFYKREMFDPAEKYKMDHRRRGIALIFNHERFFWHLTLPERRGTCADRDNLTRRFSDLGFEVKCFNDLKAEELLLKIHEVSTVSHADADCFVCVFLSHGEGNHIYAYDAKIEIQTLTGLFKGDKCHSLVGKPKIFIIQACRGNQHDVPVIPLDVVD
Target sequence (P55212 194-293 limits assumed): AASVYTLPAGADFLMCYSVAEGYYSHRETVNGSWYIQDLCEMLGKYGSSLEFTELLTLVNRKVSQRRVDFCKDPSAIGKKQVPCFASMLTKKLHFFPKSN
The depositor's hits bear a star; · = no result given; & = joins results of further samples.

SMILES	esBAF inh	PglD inh	ERp5 block	E-selectin induc	RAD52 anneal inh	ARNT-TACC3 inh	RAD54 inh	Casp6 inh
C[C@H](CO)N1C[C@H](C)[C@@H](CN(C)S(=O)(=O)c2cn(C)cn2)Oc2ncc(Br)cc2C1=O	2&3	-1&2	-4&3	0.8&0.0	-1&4	·	-9&-6	1&-1
Cn1c(=O)[nH]c(=O)c2c1nc(N1CCN(CCO)CC1)n2CCSc1nc2ccccc2s1	-6	0	2	-0.6	-2	-7	11	-1
COc1cc(CNc2ccc3[nH]c(=O)[nH]c3c2)ccc1OCc1ccccc1Cl	13	7	0	-0.3	-14	1	-8	-1
Nc1cc(=O)nc(SCC(=O)NCc2ccccc2)n1CCc1ccccc1	-9	1	·	·	·	-21	6	·
CSc1sc(C(=O)NCC2CC2)c(-c2cccs2)c1C#N	-3	-2	0	·	-13	5	-2	0
COC(=O)c1ccc(NC(=O)C2CCCN(S(C)(=O)=O)C2)cc1 (stereo unspecified)	-5	-2	3	·	-6	-4	-5	1
CC(=O)Nc1cccc2c1C(=O)NC2=O	-1	-4	·	·	·	-5	6	·
CCOC(=O)N1CCC(N2CC34C=CC(O3)C(C(=O)O)C4C2=O)CC1 (stereo unspecified)	-3	2	4	0.8	-7	·	0	-1
CC(=O)Nc1ccc2ccccc2c1[N+](=O)[O-]	1	0	1	0.5	6	1	1	-3
CCOC(=O)C(NC(=O)NCc1ccccc1OC)(OCC)C(F)(F)F (stereo unspecified)	·	·	0	-1.8	-1	6	·	1
CO[C@@H]1CN(C)C(=O)c2ccc(NC(=O)c3ccccn3)cc2OC[C@@H](C)N(C(=O)C2CCCC2)C[C@H]1C	-1	2	3	·	·	12	0	0
NS(=O)(=O)c1ccc2nc(NC(=O)c3ccc(Br)o3)sc2c1	·	·	-6	·	-94	13	·	9
COc1ccc(C)cc1S(=O)(=O)n1nc(C)cc1C	-7	2	-2	·	-13	14	2	-3
Cc1ccc(S(=O)(=O)N[C@@H]2CC[C@H](CCNC(=O)C3CCCC3)O[C@H]2CO)cc1	0	6	2	-0.1	2	3	-15	-1
O=C(c1cc([N+](=O)[O-])ccc1N1CCOCC1)N1CCN(c2ccccc2)CC1	-45	4	-1	0.0	-15	-6	-3	1
O=C(COC(=O)c1oc2ccccc2c1CSc1ccc(Cl)cc1)NC1CCCC1	·	·	7	0.0	-26	·	·	1
COc1ccc2nc(C)cc(SCC(=O)N/N=C/c3c(OC)ccc4ccccc34)c2c1	·	·	-3	-0.2	-69	-12	·	0
Cc1cccc(NC(=O)c2nc[nH]c2C(=O)N[C@@H](Cc2ccccc2)C(=O)OCc2ccccc2)c1	-1	-3	4	0.0	-5	0	7	3
NS(=O)(=O)c1ccc(NC(=O)COC(=O)COc2ccc3ccccc3c2)cc1	-2	1	-8	2.4	-9	8	7	1
CNS(=O)(=O)c1cccc(C(=O)NNC(=O)CN(C)S(=O)(=O)c2ccc(Cl)cc2)c1	0	9	-5	·	-34	1	-3	0
CC(=O)c1ccc(NC(=O)CC(NCCC2=CCCCC2)C(=O)O)cc1 (stereo unspecified)	·	·	2	-1.9	5	1	·	5
CCNC(=O)C[C@H]1CC[C@@H]2[C@H](COc3ccc(NC(=O)c4ccc(F)c(F)c4)cc3C(=O)N2C)O1	4	6	-7	0.2	-10	-8	-10	-1
COC(=O)c1ccc(NCC(=O)Nc2cc(C)cc(C)c2)cc1	-7	5	1	·	-11	-6	11	-3
CC=Cc1ccc2n(c1=O)C[C@H]1[C@H](CO)[C@@H](C(=O)N(C)C)[C@@H]2N1CCc1ccccc1 (mixture of isomers)	-2	-4	-4	0.0	5	-5	-7	0
N#C/C(=C\Nc1ccc2cn[nH]c2c1)c1nc(-c2ccc(Cl)cc2)cs1	·	·	-4	4.5	-8	3	·	6

Random excerpt: four records from the list.
SMILES	esBAF inh	PglD inh	ERp5 block	E-selectin induc	RAD52 anneal inh	ARNT-TACC3 inh	RAD54 inh	Casp6 inh
O=C(c1cc([N+](=O)[O-])ccc1N1CCOCC1)N1CCN(c2ccccc2)CC1	-45	4	-1	0.0	-15	-6	-3	1
CCOC(=O)C(NC(=O)NCc1ccccc1OC)(OCC)C(F)(F)F (stereo unspecified)	·	·	0	-1.8	-1	6	·	1
NS(=O)(=O)c1ccc(NC(=O)COC(=O)COc2ccc3ccccc3c2)cc1	-2	1	-8	2.4	-9	8	7	1
NS(=O)(=O)c1ccc2nc(NC(=O)c3ccc(Br)o3)sc2c1	·	·	-6	·	-94	13	·	9

Following part.
SMILES	esBAF inh	PglD inh	ERp5 block	E-selectin induc	RAD52 anneal inh	ARNT-TACC3 inh	RAD54 inh	Casp6 inh
Cc1noc(C)c1S(=O)(=O)N(C)C[C@H]1Oc2ccc(NC(=O)Nc3cccc4ccccc34)cc2CC(=O)N([C@@H](C)CO)C[C@H]1C	-5	3	-5	0.0	3	·	-1	-3
CSc1ccccc1C(=O)OCC(=O)NC1CC1	8	2	2	-0.5	-51	·	-2	1
CCNC(=O)[C@@H]1[C@@H](CO)[C@@H]2Cn3c(ccc(C4=CCCCC4)c3=O)[C@@H]2N1Cc1ccccc1F	1	-1	-6	-0.9	-14	9	2	1
Cc1ccc(NC(=O)CCc2nc(-c3cccs3)no2)c(Br)c1	-5	-3	1	·	-26	-3	3	-2
C[C@@H]1CN([C@H](C)CO)C(=O)c2cccc(N(C)C)c2O[C@H]1CN(C)C(=O)Nc1ccc(F)cc1	2	1	5	0.0	-4	-8	-14	-3
C[C@H]1CN([C@@H](C)CO)C(=O)c2cccc(NC(=O)Nc3cccc4ccccc34)c2O[C@H]1CN(C)C(=O)Nc1ccccc1	6	4	2	0.2	14	8	-5	·
CCc1nc2nc(C)c(NS(=O)(=O)c3ccc(Cl)cc3)c(=O)n2[nH]1	-4	1	2	0.4	15	-3	-1	-2
CCOC1=C2[C@H](c3ccccc3)N(S(=O)(=O)c3ccc(C)cc3)C(C(C)(C)C)[C@H]2n2c(=O)n(-c3ccccc3)c(=O)n2C1 (stereo partly specified)	2	5	-2	·	-3	·	6	-1
CC1(C)CC(NC(=O)c2ccc(Cl)cc2)CC(C)(C)N1	1	-1	4	·	-8	-7	5	1
COc1ccc(C(Nc2ccccn2)c2c(NC(=O)c3ccco3)sc(C)c2C)cc1OC (stereo unspecified)	35	-3	-5	·	-38	15	5	-3
Cc1ccc(NC(=O)Nc2ccc(F)c(Cl)c2)cc1	64*	·	1	-0.1	-3	-6	·	-2
COc1ccc(S(=O)(=O)Nc2cccc3c2O[C@@H](CN(C)Cc2ccc(C(=O)Nc4ccccc4N)cc2)[C@@H](C)CN([C@H](C)CO)C3=O)cc1	·	·	6	1.6	12	·	·	0
Cc1cc(C)c(NC(=O)COc2ccccc2C(=O)Nc2ccc3c(c2)oc2ccccc23)c(C)c1	·	1	4	·	-4	·	1	-3
CC(C)NC(=O)N(C)C[C@H]1OCCCC[C@@H](C)Oc2ccc(NC(=O)CCC(F)(F)F)cc2C(=O)N([C@@H](C)CO)C[C@H]1C	·	2	-2	0.2	-4	-4	-4	1
c1ccc(-c2ccc(OCCCNC3CCCC3)cc2)cc1	·	2	9	·	4	·	7	-4
Cc1c(N(C(=O)c2cc(=O)[nH]c3ccccc23)C(C)C)c(=O)n(-c2ccccc2)n1C	-9	3	3	·	-11	0	-23	4
COc1ccc(S(=O)(=O)N2CCCc3nc(-c4ccccc4)ccc32)cc1	·	·	-4	11	-13	·	·	3
CSc1ncccc1C(=O)N1CCCC(C(=O)c2cc(F)ccc2F)C1 (stereo unspecified)	8	·	-2	-0.4	-8	-1	·	9
CC1Cc2ccccc2N1CC(=O)NC(=O)NCc1ccccc1 (stereo unspecified)	·	·	1	3.2	-16	-4	·	2
CO[C@H]1CN(C)C(=O)c2cc(NS(=O)(=O)c3cn(C)cn3)ccc2OC[C@H](C)N(Cc2cccc(F)c2)C[C@@H]1C	6	0	6	-0.1	6	1	-1	0
CCCC#Cc1ccc2c(c1)O[C@@H](CN(C)CC1CCOCC1)[C@@H](C)CN([C@@H](C)CO)S2(=O)=O	0	2	5	0.0	-11	0	-4	0
CN(C)S(=O)(=O)c1ccc(Cl)c(NC(=O)COC(=O)c2ccc(O)cc2)c1	·	·	6	·	-1	-12	·	0
COc1ccccc1CN(C)C(=O)C1COc2ccccc2O1 (stereo unspecified)	1	6	·	0.4	·	-3	14	·
COc1ccc(S(=O)(=O)N2CCC(C(=O)NCCN3CCOCC3)CC2)cc1	-1	3	-1	·	3	-2	-7	-2
C[C@@H]1CN([C@H](C)CO)C(=O)c2cc(-c3cccc(C#N)c3)cnc2O[C@H]1CN(C)Cc1ccccc1	0	0	0	0.1	-5	-9	-3	-1
Further results follow:
SMILES	esBAF inh	PglD inh	ERp5 block	E-selectin induc	RAD52 anneal inh	ARNT-TACC3 inh	RAD54 inh	Casp6 inh
O=C1c2[nH]nc(-c3ccccc3)c2C(c2ccccc2)N1c1ccccc1 (stereo unspecified)	·	·	-1	0.6	-6	·	·	2
COC(=O)[C@]1(CCC(=O)OC(C)(C)C)N=C(c2ccc(OCCCO)cc2)O[C@@H]1c1ccccc1	·	2	1	·	24	8	-14	6
Cc1ccc(S(=O)(=O)N(C)C[C@H]2Oc3ccc(NC(=O)Nc4ccc5c(c4)OCO5)cc3C(=O)N([C@@H](C)CO)C[C@H]2C)cc1	5	5	-3	-0.1	0	5	-3	1
CC(C)Cc1ccc(CN2C(C(C)C)C(=O)N(Cc3cn(CCC4OCCO4)nn3)CCS2(=O)=O)cc1 (stereo unspecified)	-1	0	3	0.0	-7	·	-5	5
Cc1c(NC(=O)c2cccc(NC(=O)Cc3ccc(Cl)cc3)c2)c(=O)n(-c2ccccc2)n1C	5	-5	4	6.2	-10	-1	-4	0
CC=Cc1ccc2n(c1=O)C[C@H]1[C@H](CO)[C@@H](C(=O)NC3Cc4ccccc4C3)N(CC)[C@@H]21 (mixture of isomers)	2	-2	-1	-0.3	-27	1	2	-2
C[C@@H]1CCCCO[C@@H](CN(C)C(=O)Cc2ccccc2)[C@H](C)CN([C@H](C)CO)C(=O)c2cc(NS(=O)(=O)c3cccs3)ccc2O1	2	2	-3	-0.2	-11	3	-2	1
C[C@@H]1CN([C@@H](C)CO)C(=O)Cc2cc(NC(=O)Nc3ccc(F)cc3)ccc2O[C@H]1CN(C)C	2	-3	14	·	-1	-3	1	-1
CCOC(=O)C1=C(C)NC(C)=C(C(=O)OCC)C1c1cccc([N+](=O)[O-])c1	·	6	4	-0.4	-14	·	2	·
O=c1cc(CNc2cc(C(F)(F)F)cc(C(F)(F)F)c2)nc2sccn12	·	0	2	·	-10	3	0	-1
CCCCN(C(=O)CSc1nncn1-c1ccccc1OC)c1c(N)n(Cc2ccccc2)c(=O)[nH]c1=O	-4	3	3	3.4	-14	·	0	1
C[C@H]1CN([C@@H](C)CO)C(=O)c2cc(N(C)C)ccc2O[C@@H]1CN(C)Cc1ccc2c(c1)OCO2	-1	-1	-2	-3.2	9	·	0	·
Oc1cccc(C(=S)N2CCN(Cc3ccccc3)CC2)c1	-1	2	·	·	·	-1	2	·
CCNC(=O)C[C@@H]1CC[C@@H]2[C@H](COc3ccc(NC(=O)c4cscn4)cc3C(=O)N2C)O1	-3	1	-19	0.0	5	-16	-4	6
CCOc1ccc(NC(=O)CN(C)C(=O)c2c(-c3ccccc3Cl)noc2C)cc1OCC	-3	1	0	0.1	0	3	2	1
CSC1=NCCN1C(=O)c1ccc(S(=O)(=O)N2CCCC2)cc1	-4	-1	0	-0.1	-11	·	13	0
CCOC(=O)c1cc(C(=O)NCc2ccc(Cl)cc2Cl)nn1C	·	·	2	-0.1	-20	15	·	2
CCN(CC)S(=O)(=O)c1ccc(N2CCOCC2)c(NC(=O)COc2ccccc2C#N)c1	1	4	3	·	-19	-3	12	0
Cc1ccc(OCCNC(=O)c2ccc(NC(=O)CC3SC(N4CCCC4)=NC3=O)cc2)cc1 (stereo unspecified)	2	-1	-5	·	-3	4	-14	2
